Screening results as filed in PubChem BioAssay.
GC-B act: GC-B (human) receptor activation; HEK293-GC-B cells, CNP EC30, cGMP TR-FRET; 0% at EC30 CNP, 100% saturating CNP; actives 0.11% (n = 370,000); activation, % at 10 µM;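 active = activation at 10 µM reaching about 35% in either raw or pattern-adjusted values, limit read from the data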
DAX1 inh-1: inhibits human nuclear receptor DAX1; HEK293 Gal4-DAX1 luciferase reporter, luminescence; actives 0.99% (n = 340,000); AID 504766; inhibition, % at 6.75 µM;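 active = inhibition above the mean over all tested compounds plus 3 SD, cut at about 4.2% in these data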;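 also: 0% = DAX1-transfected cells with DMSO and 100% = empty-vector control cells with DMSO; inhibition shows as a rise in luminescence from relieved DAX1 repression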
NPR1 activator: GC-A (human) enzyme activation; AID 1671463; activation, % at 10 µM; HEK293 GC-A cells, cGMP TR-FRET, EC30 ANP; 0% at EC30 ANP, 100% saturating ANP; actives 0.14% (n = 370,000); P16066; in the data active = activation above about 40%
hcDAF-12 act: activates DAF-12 receptor from parasite H. contortus; HEK293 hcDAF-12 lit1-tk-luc reporter, luminescence; 0% DMSO, 100% Δ7-dafachronic acid; activation, % at 6.8 µM; actives 1.4% (n = 370,000);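 active = activation above the mean of all tested compounds plus 3 SD, cut at about 5.5% in these data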;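 also: 100% = response to 3 µM Δ7-dafachronic acid high control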
GAA850 FXN act: activators of GAA850 frataxin (FXN) promoter; HEK293 lucGAA850 FXN promoter luciferase reporter, 24 h; percent of 10 µM SAHA response; activation, % at 6 µM; actives 0.56% (n = 360,000); AID 540364;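 active = activation above the average of all compounds screened plus 3 SD, cutoff fixed separately per campaign, cut at about 7.5% in these data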;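 also: 0% = DMSO wells and 100% = 10 µM SAHA wells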
sPLA2-III inh: Inhibits HGIII-sPLA2 liposome hydrolysis, primary screen. actives 0.56% (n = 370,000). Q9NZ20. AID 743126. QFRET BODIPY PC-A2 liposome hydrolysis, fluorescence. inhibition, % at 12.2 µM;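 active = inhibition above mean plus 3 SD of compounds lying within the high and low control bounds, cut at about 19% in these data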;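 also: 0% = median of test compound wells and 100% = no enzyme DMSO wells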
Target sequence (Q9NZ20 whole entry, looked up): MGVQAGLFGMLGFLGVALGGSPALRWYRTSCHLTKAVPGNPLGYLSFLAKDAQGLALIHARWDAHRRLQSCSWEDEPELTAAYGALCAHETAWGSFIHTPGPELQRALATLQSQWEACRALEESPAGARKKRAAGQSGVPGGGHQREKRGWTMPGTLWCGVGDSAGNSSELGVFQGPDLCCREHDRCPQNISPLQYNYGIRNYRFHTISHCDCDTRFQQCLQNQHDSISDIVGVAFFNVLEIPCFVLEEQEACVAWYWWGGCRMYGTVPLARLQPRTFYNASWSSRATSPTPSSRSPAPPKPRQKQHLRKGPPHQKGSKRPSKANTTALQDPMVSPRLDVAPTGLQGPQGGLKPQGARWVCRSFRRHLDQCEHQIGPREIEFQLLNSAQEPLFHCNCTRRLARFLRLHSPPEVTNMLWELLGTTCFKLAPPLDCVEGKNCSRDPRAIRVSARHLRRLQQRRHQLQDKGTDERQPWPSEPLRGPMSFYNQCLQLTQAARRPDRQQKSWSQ
ADAM10 inh: ADAM10 inhibition, QFRET primary screen. O14672. recombinant ADAM10, EDANS/DABCYL FRET peptide cleavage, 3 h. inhibition, % at 7 µM. actives 0.62% (n = 370,000). AID 720582;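 active = inhibition above a per-campaign cutoff equal to the mean of compounds falling between control-based bounds plus 3 SD, cut at about 20% in these data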;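 also: 0% = DMSO wells while the 100% control is not disclosed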
Target sequence (O14672 214-748 limits assumed): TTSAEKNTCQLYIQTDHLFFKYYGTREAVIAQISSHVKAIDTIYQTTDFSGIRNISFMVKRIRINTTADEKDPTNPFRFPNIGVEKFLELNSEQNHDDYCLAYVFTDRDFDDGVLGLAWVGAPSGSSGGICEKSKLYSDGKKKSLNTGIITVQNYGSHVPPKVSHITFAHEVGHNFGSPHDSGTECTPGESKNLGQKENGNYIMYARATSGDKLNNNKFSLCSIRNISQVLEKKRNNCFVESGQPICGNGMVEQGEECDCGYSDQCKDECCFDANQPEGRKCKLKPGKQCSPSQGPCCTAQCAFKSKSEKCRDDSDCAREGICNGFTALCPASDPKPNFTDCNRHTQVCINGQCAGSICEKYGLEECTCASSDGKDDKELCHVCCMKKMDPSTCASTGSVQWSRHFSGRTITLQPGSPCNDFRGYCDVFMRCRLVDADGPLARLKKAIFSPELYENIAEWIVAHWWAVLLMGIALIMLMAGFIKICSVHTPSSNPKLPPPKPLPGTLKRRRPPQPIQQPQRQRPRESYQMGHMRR
ssDAF-12 act: activates DAF-12 receptor from parasite S. stercoralis; HEK293 ssDAF-12/GRIP1 lit1-tk-luc reporter, luminescence; % of 3 µM dafachronic acid response; activation, % at 6.8 µM; actives 1% (n = 370,000);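 active = activation above the mean over all tested compounds plus 3 SD, cut at about 0.9% in these data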;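 also: 0% = DMSO-only wells and 100% = 3 µM delta7-dafachronic acid wells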
hgDAF-12 ag: hgDAF-12 agonism, primary luciferase screen; activation, % at 6.8 µM; HEK293 GAL4-hgDAF12 UAS-luciferase reporter, agonist luminescence; normalized to butyrate control; actives 1.8% (n = 370,000);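 active = activation above a cutoff set at the mean of all screened compounds plus 3 SD, cut at about 10% in these data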;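 also: 0% = DMSO wells and 100% = sodium butyrate wells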
DAX1 inh-2: blocks DAX1 repression of SF-1 activated StAR promoter; HEK293T StAR-luciferase reporter, SF-1/DAX-1 repression relief; inhibition, % at 6.8 µM; actives 1.1% (n = 370,000); AID 652010;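 active = inhibition above the mean over all tested compounds plus 3 SD, cut at about 3.6% in these data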;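 also: 0% = DAX-1 cells with DMSO and 100% = cells lacking DAX-1 with DMSO; higher inhibition means more luminescence from relief of DAX-1 repression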
SMARCA2 activ: activators of SMARCA2 function. MG213 cells, MMTV-luciferase reporter, dexamethasone, overnight. activation, % at 9.1 µM. actives 1% (n = 370,000); in the data active = activation above about 7.8%;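 also: 0% = vehicle wells and 100% = reference activator wells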
* = called active by the depositor; . = not tested or not shown.

Fields – NPR1 activator	GC-B act	GAA850 FXN act	sPLA2-III inh	SMARCA2 activ	DAX1 inh-1	DAX1 inh-2	hcDAF-12 act	ssDAF-12 act	ADAM10 inh	hgDAF-12 ag
- CC1(C)CC(=O)C/C(=N/NC(=O)c2ccc(-c3ccccc3)cc2)C1
    14	-3	0.6	4	-1	-1.9	-1.1	1.2	-2.0	-19	-4.5
- CC[C@@]1(c2ccccc2OC)ON(c2ccccc2C(F)(F)F)C1=O
    -8	0	-5.3	-2	-3	-1.5	-1.1	-2.7	-1.7	6	1.2
- O=C(CN1C(=O)NC2(CCCC2)C1=O)Nc1ccc(F)c(Cl)c1
    -4	1	3.8	-2	-2	-0.3	-0.3	-1.0	-0.5	0	-0.3
- CCCCn1c(N)c(N(CCOC)C(=O)COC(=O)C(C)Oc2ccc(Cl)cc2)c(=O)[nH]c1=O (stereo not given)
    0	-2	0.4	12	-3	-0.5	1.3	0.9	-1.0	-7	-1.2
- CN(Cc1cn(C)nc1-c1ccccc1F)CC1CCN(Cc2ccccc2)CC1
    0	-2	2.7	-7	-3	1.3	0.0	-1.2	-1.5	0	3.1
- Cc1csc(=O)n1CC(=O)Nc1ccc(Cl)cc1F
    2	8	1.8	9	-4	2.7	1.4	-1.7	-0.8	-10	1.0
- COC(=O)c1cc(C(=O)OC)n(Cc2ccc(Br)cc2)n1
    -6	-6	3.0	-2	-1	-0.2	0.4	-0.6	-0.8	1	3.0
- CCNC(=S)N1CCn2c(nc3ccccc32)C1
    2	-2	3.3	5	-1	-0.3	-0.1	0.1	-1.5	4	-0.8
- COc1ccc(C2=CSC3=NCCN23)cc1F
    8	2	0.0	4	-1	0.8	-0.1	0.0	-1.1	-2	0.9
- O=C(COc1ccc(S(=O)(=O)Nc2ccccc2)cc1)NCc1ccncc1
    -2	-2	0.3	1	1	1.0	-0.8	-0.2	-0.7	3	-3.5
- Cc1nn(-c2cccc(Cl)c2)nc1C(=O)Nc1cccc(C(=O)NC2CC2)c1
    6	7	0.5	10	-2	0.5	-1.2	-1.2	-0.6	-5	-3.0
- Cc1ccc(S(=O)(=O)Cn2nnnc2C(C(C)C)N2CCC(C(N)=O)CC2)cc1 (stereo not given)
    -2	6	0.4	6	3	2.0	0.1	-1.0	-0.7	4	-1.7
- COCCn1cnc2c1c(=O)n(CC(=O)c1ccc3c(c1)OCCO3)c(=O)n2Cc1ccccc1
    2	4	-0.5	4	3	0.5	0.2	-1.0	-1.2	3	2.8
- COc1ccc(C)cc1NC(=O)CN(c1ccccc1F)S(C)(=O)=O
    -3	-3	-0.5	-5	-1	-0.2	-0.1	-2.3	-1.5	-5	0.0
- COC(=O)[C@]1(Cc2ccccc2)N[C@H](CN(C)C(=O)Nc2ccc(C)cc2)[C@@H]2C(=O)N(C)C(=O)[C@@H]21
    2	0	-1.7	6	-4	0.8	-0.9	-1.0	-1.0	-15	0.6
- COC(=O)c1ccc(N2C(=O)CC(N(C)Cc3ccccc3)C2=O)cc1 (stereo not given)
    6	1	0.2	6	0	1.3	0.6	0.1	-1.0	2	1.5
- COc1ccccc1CN1CC(C(=O)NCc2c(F)ccc(C)c2F)CCC1=O (stereo not given)
    -1	2	2.0	2	0	1.4	0.7	1.5	0.5	0	7.9
- O=C(CC12CC3CC(CC(Br)(C3)C1)C2)NCc1ccccc1
    1	-3	0.8	7	1	0.6	-0.4	-2.3	-0.7	-1	1.0
- CC1(C(=O)NCc2ccc3c(c2)OCO3)CCN1C(=O)CCc1ccc(Cl)cc1Cl (stereo not given)
    -13	-7	-1.1	-9	-2	.	-1.2	-2.4	-1.7	3	-4.4
- Cc1cc(NC(=O)CSCC(=O)OCc2nnc(-c3ccc(F)cc3)o2)no1
    -3	-8	-1.2	7	1	-0.8	0.2	3.4	-1.6	-16	2.7
- Cc1sc(NC(=O)c2ccco2)c(CN2CCCCC2)c1C
    0	-2	1.1	5	-1	0.4	0.1	-1.4	-1.3	-4	4.4
- O=C(NNC(=O)c1cc(O)c(O)c(O)c1)NC1CCCCC1
    7	-6	0.7	-2	1	-1.1	0.2	-1.6	-1.0	4	-1.0
- N#Cc1c(-c2cccs2)nc(SCC(=O)c2ccc(Br)cc2)[nH]c1=O
    20	4	1.6	-49	0	-0.7	-0.2	1.7	-0.8	-4	-1.8
- CCCCn1c(CNC(C)=O)nc2ccccc21
    -5	0	0.1	-3	1	0.4	-1.1	-1.0	-1.3	-7	1.3
- Cc1ccc(-c2cc(N)n(Cc3ccc(Cl)cc3)n2)cc1
    4	-5	1.9	-13	-1	-2.4	-2.9	-1.6	-1.4	11	-4.5
- Cc1ccc(N2CCN(S(=O)(=O)c3c(C)nc4scc(C)n4c3=O)CC2)c(C)c1
    2	9	0.0	4	-1	0.3	-0.2	-1.3	-1.1	-13	1.8
- O=C(O)c1ccc(-n2ncc3c2/C(=C/c2cccc([N+](=O)[O-])c2)CC3)cc1
    8	2	0.1	-5	1	0.1	0.0	4.4	0.9*	0	0.2
- Cc1c(NC(=O)N(C)c2ccccc2)c(=O)n(-c2ccccc2)n1C
    -1	0	0.0	4	-4	-0.3	-0.1	-1.5	-1.6	5	-0.9
- Cc1ccc(/C=N\NC(=O)CNC(=O)C23CC4CC(CC(C4)C2)C3)o1
    1	3	2.9	0	2	0.3	0.8	-0.1	-0.2	2	-1.7
- CC(=O)c1cc(C#N)c(N2CCCC2)nc1C
    1	1	0.3	2	-1	0.7	-0.5	0.0	-0.8	-18	2.9

A few values from above:
`Cc1ccc(/C=N\NC(=O)CNC(=O)C23CC4CC(CC(C4)C2)C3)o1` | sPLA2-III inh = 0
`CCCCn1c(CNC(C)=O)nc2ccccc21` | DAX1 inh-1 = 0.4

New compounds follow:
Fields – NPR1 activator	GC-B act	GAA850 FXN act	sPLA2-III inh	SMARCA2 activ	DAX1 inh-1	DAX1 inh-2	hcDAF-12 act	ssDAF-12 act	ADAM10 inh	hgDAF-12 ag
- Cc1nc2cc(NC(=O)N3CC4(C)CC3CC(C)(C)C4)ccc2n1C (stereo not given)
    3	-1	-1.8	-2	2	0.1	0.8	-2.7	-1.5	2	-0.3
- Cc1cc(S(=O)(=O)N2CCCC2)c(C)s1
    1	2	3.2	-1	-3	1.3	0.0	-0.4	-0.9	1	1.4
- O=C(Nc1nnc(Cc2ccccc2)s1)C1CCC1
    0	1	3.8	-3	1	1.6	0.4	-2.0	-1.1	4	0.0
- CCC(=O)NC1CC2CCCC(C1)N2Cc1ccc(C)cc1 (stereo not given)
    6	3	1.8	12	-2	0.5	-0.9	-1.0	-1.2	2	-0.9
- CNC(=O)CCn1nc(-c2ccc(Cl)cc2)c2ccccc2c1=O
    0	-4	2.8	4	0	-0.6	-0.1	-0.9	-1.6	-6	-0.4
- CC(=O)c1cc(F)ccc1OCC(=O)N1CCN(c2ccc(F)cc2)CC1
    3	-2	-0.6	-1	4	1.1	-0.9	0.7	-0.8	2	-2.5
- CC(NC(=S)NC(=O)c1cccs1)c1ccccc1 (stereo not given)
    4	-2	1.9	8	2	2.6	-1.0	-1.9	-1.3	7	5.8
- O=C1OCCOC2CCCc3oc(C4=CCCCC4)c1c32 (stereo not given)
    0	0	.	4	-1	.	0.7	0.1	-0.8	-14	1.1
- O=C(Cc1ccccc1)Nc1c(C(=O)N2CCOCC2)cnn1-c1ccccc1
    0	1	-1.6	15	-6	0.2	0.2	2.3	-0.6	-8	-0.9
- Cc1ccc(-c2nc(CSCC(=O)N3CCCC3)c(C)o2)cc1
    0	-2	-1.2	-3	-2	-0.6	0.1	-0.1	-1.6	5	-0.6
- Cc1cc(C)c(S(=O)(=O)NCC2CCC(C(=O)NCCCN3CCOCC3)CC2)c(C)c1 (stereo not given)
    3	3	1.0	0	1	0.1	0.3	-0.6	-0.9	-5	-1.0
- Clc1ccc(-c2nnc(-c3ccc(Br)o3)o2)c(Cl)c1
    11	2	1.4	8	3	3.3	0.3	0.1	-0.3	-5	4.4
- CCC(CC)NCC(O)COc1ccc(Br)cc1 (stereo not given)
    -4	-7	-0.1	-1	0	-0.8	-0.7	1.1	-0.1	-6	-0.9
- COc1ccc(-n2c(SCC(=O)N3CCOCC3)nc3ccccc3c2=O)cc1
    0	-7	2.1	5	-2	0.3	2.3	0.1	-1.3	-5	-0.1
- CCOc1ccc(NC(=O)COc2ccc(S(=O)(=O)N3CCCC3)cc2)cc1
    -2	1	1.8	-6	0	-1.1	-0.6	-1.2	-1.1	5	0.4
- CCS(=O)(=O)N(C)C[C@@H]1OCc2ccccc2-c2c(n(C)c3ccccc23)C(=O)N([C@H](C)CO)C[C@@H]1C
    -8	1	.	9	-4	.	-0.8	-2.2	-1.0	-21	-2.9
- CCCCC[C@H]1CCCCC[C@H](O)C[C@H](O)[C@@H](O)/C=C/C(=O)O1
    8	5	.	0	-4	.	-2.8	-0.2	-1.4	5	-4.1
- Cc1cc(NC(=O)CSc2nnc(C)c(=O)n2N)no1
    -2	-3	-0.7	2	1	0.0	0.3	-1.2	-1.2	5	-0.8
- CN(Cc1ccccc1)C(=O)CN1CCN(S(=O)(=O)c2ccccc2F)CC1
    4	3	0.8	-1	6	-0.9	1.0	-0.1	-1.1	3	1.8
- Clc1ccc(CO/N=C2\CCCc3nonc32)c(Cl)c1
    2	-1	0.5	-1	-2	-0.7	-0.5	0.6	-1.5	4	1.3
- CCOc1cc(NC(=O)c2ccco2)c(OCC)cc1NC(=O)COc1ccccc1
    -6	4	-1.5	-5	-1	-0.1	-1.1	-1.4	-1.5	-5	-1.5
- COc1ccc(/C=C2/N=C(c3cccs3)OC2=O)cc1OC(C)C
    2	1	0.5	7	1	0.5	-0.4	-0.9	-0.9	-3	-1.1
- Cc1ccc(S(=O)(=O)N2CCCC2C(=O)Oc2ccccc2)cc1 (stereo not given)
    0	6	3.1	-5	6	0.3	0.1	-2.0	-0.6	13	-1.4
- Cc1ccc(Cn2c(=O)c3ccccc3n3nc(C)cc23)cc1
    25	36*	2.0	-4	-2	0.0	-0.3	0.2	-1.8	1	-4.7
- Cc1ccc(C(C)C)c(OCCCNCc2cccnc2)c1
    -1	-7	0.7	-5	-1	1.0	-0.2	-1.9	-1.5	-3	-0.8
- COCCNC(=O)/C(C#N)=C/c1c(N2CCN(c3ccccc3)CC2)nc2ccccn2c1=O
    1	-6	-0.9	2	-1	0.6	-0.2	-0.1	-0.3	-492	0.7
- CCn1c(CNc2cccc(Cl)c2)nnc1SCc1ccccc1
    -8	-1	-1.5	-12	-3	-0.9	0.3	-1.9	-1.4	9	-0.2
- COc1ccc(C(=O)NCc2ccc(Cl)c(Cl)c2)cc1OC
    1	6	1.6	8	-6	-0.3	-0.3	-0.5	-1.1	-10	-3.0
- COc1ccccc1NC(=O)c1ccc[n+]([O-])c1
    0	0	0.5	8	3	1.6	-0.1	-0.2	-0.8	4	-0.9
